Compound activity (PubChem BioAssay)
TbHK1 inh: blocks Trypanosoma brucei hexokinase 1 activity; recombinant TbHK1, G6PDH-coupled NADH A340; inhibition, % at 10 µM; actives 0.11% (n = 220,000);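 active means inhibition of 50% or more in the single-dose primary screen; inactive means inhibition below 50%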
Furin inhibitor: human furin inhibition. purified furin, fluorogenic substrate cleavage. inhibition, % at 30 µM. actives 0.061% (n = 220,000). AID 463115; in the data active means inhibition above about 25%; further: inactives centre near -15
EP2 antag: EP2 receptor (human) inhibition; actives 0.52% (n = 260,000); C6 glioma cells expressing human EP2, cAMP TR-FRET; cells stimulated with saturating PGE2; P43116; inhibition, % at 25 µM;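 active means percent inhibition above 40 after rounding to a whole number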;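 further: rat C6 glioma host cells with rolipram phosphodiesterase inhibitor present; the protocol text gives 20 µM as final concentration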
Target sequence (P43116 whole entry, looked up): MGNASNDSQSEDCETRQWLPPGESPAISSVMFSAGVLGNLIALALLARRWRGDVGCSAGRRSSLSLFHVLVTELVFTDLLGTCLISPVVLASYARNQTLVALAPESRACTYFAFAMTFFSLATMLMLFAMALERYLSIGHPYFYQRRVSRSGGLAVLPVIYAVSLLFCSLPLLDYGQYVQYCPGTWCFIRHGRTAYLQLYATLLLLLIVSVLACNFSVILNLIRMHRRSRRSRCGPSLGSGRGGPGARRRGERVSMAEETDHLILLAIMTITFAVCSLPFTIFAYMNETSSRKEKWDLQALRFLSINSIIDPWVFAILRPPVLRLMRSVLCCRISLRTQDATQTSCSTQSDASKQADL
RBBP9 inh: inhibitors of human serine hydrolase RBBP9; O75884; actives 0.2% (n = 220,000); inhibition, % at 7.94 µM; recombinant RBBP9, FP-Rh probe fluorescence polarization;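 active means inhibition above the campaign mean of all tested compounds plus 3 SD, cut at about 14% in these data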;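 further: plate controls were DMSO wells with RBBP9 for no effect and wells lacking RBBP9 protein for full effect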
Target sequence (O75884 whole entry, looked up): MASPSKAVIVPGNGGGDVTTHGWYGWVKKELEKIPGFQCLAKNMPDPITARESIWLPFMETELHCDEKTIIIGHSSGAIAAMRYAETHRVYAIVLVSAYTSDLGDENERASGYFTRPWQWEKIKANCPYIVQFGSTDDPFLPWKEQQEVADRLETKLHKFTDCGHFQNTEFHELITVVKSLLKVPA
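System: RBBP9 protein / Quantity: 2.5 µM RBBP9 dispensing solution, before mixing / Also added: Serine-hydrolase probe FP-Rh, 375 nM pre-mixing / Dosing: 7.94 µM single dose, 0.794% DMSO / Timing: enzyme-compound preincubation 30 min, then probe labeling 45 min, 25 °C / Signal: FP readout at 525/598 nm / Controls: DMSO-treated enzyme wells and wells lacking RBBP9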
BaF3 parental: counter-screen for JAK2V617F inhibitors: parental Ba/F3 viability inhibitors. CellTiter-Glo ATP luminescence. inhibition, % at 5.6 µM. actives 1.1% (n = 220,000). AID 1486;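 active means inhibition above a per-campaign cutoff, the mean inhibition of all tested compounds plus 3 SD, cut at about 27% in these data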;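 further: 0% = DMSO wells and 100% = JAK Inhibitor I control wells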
Ba/F3 V617F tox: loss of viability in JAK2V617F-driven Ba/F3 cells; Ba/F3 EpoR-JAK2V617F viability, ATP luminescence; inhibition, % at 5.6 µM; actives 1.1% (n = 220,000); AID 1446;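 active means inhibition above the campaign mean plus 3 SD over all tested compounds, cut at about 24% in these data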;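 further: cytokine-independent growth of Ba/F3 cells driven by EpoR plus mutant JAK2; 0% = DMSO-treated cells and 100% = JAK inhibitor I control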
p47phox inh: inhibitors of human p47phox binding; p47phox/p22phox peptide binding, fluorescence polarization, 2 h; inhibition, % at 24.7 µM; actives 0.53% (n = 220,000);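 active means inhibition above about 30%, limit read from the data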;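 further: 0% = p47phox with labelled peptide and 100% = labelled peptide alone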
Target sequence (P14598 whole entry, looked up): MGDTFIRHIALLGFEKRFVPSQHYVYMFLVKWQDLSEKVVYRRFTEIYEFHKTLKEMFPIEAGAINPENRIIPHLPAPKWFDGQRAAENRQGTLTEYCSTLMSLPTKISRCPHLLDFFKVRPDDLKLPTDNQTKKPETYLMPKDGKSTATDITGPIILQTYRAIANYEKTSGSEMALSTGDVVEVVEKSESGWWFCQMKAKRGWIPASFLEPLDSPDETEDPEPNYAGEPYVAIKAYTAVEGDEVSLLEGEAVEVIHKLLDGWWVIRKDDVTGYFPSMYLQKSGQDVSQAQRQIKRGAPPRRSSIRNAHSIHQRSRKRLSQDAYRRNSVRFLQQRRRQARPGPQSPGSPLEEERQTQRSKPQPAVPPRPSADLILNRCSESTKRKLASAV
p97 inhibitor: blocks human p97 ATPase activity; recombinant p97 ATPase, Kinase-Glo ATP luminescence, 3 h; inhibition, % at 8 µM; actives 0.42% (n = 220,000); AID 1481; in the data active means inhibition above about 15%;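 further: 0% = DMSO vehicle and 100% = wells lacking enzyme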
PPC-1+TRAIL kill: PPC-1 cancer cell killing with TRAIL present; actives 0.41% (n = 220,000); AID 1443; PPC-1 cells + TRAIL, ATPLite viability luminescence; cell killing (% activity), % at 4 µM;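 active means cell killing above 50% in the first pass at 4 µM, then a duplicate retest at 5 µM averaging 50% or more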;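 further: plate controls were cells with TRAIL plus DMSO for no effect and medium-only wells lacking cells for full effect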
An asterisk follows results filed as active; . = no result given; & = joins results of further samples; [ ] = another dose, or the depositor's remark. The list is partial; rates above refer to the full screens.

cpd	molecule	RBBP9 inh	EP2 antag	p97 inhibitor	TbHK1 inh	BaF3 parental
1	Cn1c(CNC(=O)OC(C)(C)C)nnc1SCC(=O)N1CCOCC1	-6	8	-2	8	-2
2	O=C(O)c1ccc(CN(c2ccccn2)S(=O)(=O)c2ccccc2)cc1	-7	1	5	-12	-2
3	CC1=NN(C(=O)CCc2ccccc2)C(c2ccccc2)C1 (stereo not given)	-3	4	-3	-8	4
4	C#CCN1C(=O)C(O)(CC(=O)/C=C/C=C/c2ccccc2)c2ccccc21 (stereo not given)	1	4	3	-17	4
5	COc1ccc(C(C#N)C2(C)OCCO2)cc1OC (stereo not given)	1	7	2	-6	2
6	CCOC(=O)C(=Cc1ccc(Br)cc1)C(=O)OCC	-13	19	-12	-3	-1
7	Cc1c(NC(=O)CSc2nnnn2-c2ccc(O)cc2)c(=O)n(-c2ccccc2)n1C	-13	8	4	4	4
8	COc1ccccc1N1CCN(C(=O)CCCn2c(=O)[nH]c3ccsc3c2=O)CC1	-3	12	0	-2	1
9	Cc1occc1-c1nnc(SCC(=O)N2c3ccccc3CCc3ccccc32)n1C	-5	8	1	3	8
10	Cc1ccc(S(=O)(=O)NCC(=O)N(CCc2ccccc2)CC(=O)NCc2ccco2)cc1	-9	12	-2	5	1
11	CC(=O)C1=C(O)C(=O)N(CCCn2ccnc2)C1c1ccc(Br)cc1 (stereo not given)	-13	12	-8	-14	3
12	Cc1ccc2nc(N/C(N)=N/S(=O)(=O)c3ccc([N+](=O)[O-])cc3)nc(C)c2c1	0	5	7	11	1

cpd	p47phox inh	Furin inhibitor	PPC-1+TRAIL kill	Ba/F3 V617F tox
1	3	-22	-2	0
2	0	-16	8	-3
3	-3	-7	6	-1
4	-4	-18	7	-2
5	-4	-13	21	-1
6	-19	1	15	13
7	-8	-18[20 µM]	11	-3
8	6	-26	19	-1
9	3	-24	-2	2
10	-6	-11	-1	0
11	-2	-4	-13	4
12	3	-18	2	-5

Compounds above containing bromine:
cpd	molecule	RBBP9 inh	EP2 antag	p97 inhibitor	TbHK1 inh	BaF3 parental
6	CCOC(=O)C(=Cc1ccc(Br)cc1)C(=O)OCC	-13	19	-12	-3	-1
11	CC(=O)C1=C(O)C(=O)N(CCCn2ccnc2)C1c1ccc(Br)cc1 (stereo not given)	-13	12	-8	-14	3

cpd	p47phox inh	Furin inhibitor	PPC-1+TRAIL kill	Ba/F3 V617F tox
6	-19	1	15	13
11	-2	-4	-13	4

(further entries)
cpd	molecule	RBBP9 inh	EP2 antag	p97 inhibitor	TbHK1 inh	BaF3 parental
13	O=C(O)c1ccccc1NS(=O)(=O)c1cccc(C(F)(F)F)c1	3	5	4	-11	-1
14	Cc1noc(C)c1C(=O)NCCc1ccccc1	-8	21	-6	1	6
15	N#Cc1ccc(N2CCOCC2)c([N+](=O)[O-])c1	-1	2	2	-2	1
16	COc1ccc(N(CC(=O)O)S(=O)(=O)c2ccccc2[N+](=O)[O-])c(OC)c1	-2	3	6	-2	4
17	C/C(N)=C(/C#N)C(=O)COC(=O)CCC1CCCC1	4	18	-3	-3	5
18	COC(=O)Cc1[nH]nc2c1C1(CCSCC1)C(C#N)=C(N)O2	-6	4	-2	5	5
19	CC(C)CC(=O)NC(=S)Nc1ccccn1	-1	1	4	-3	-1
20	CCCCC(=O)C1CCN(Cc2ccccc2)CC1	-6	8	1	-1	10
21	C[C@@H](c1ncncc1F)[C@](O)(Cn1cncn1)c1ccc(F)cc1F	-5	16	-3	.	-5
22	C/C(=N/NC(=O)CNC(=O)c1ccccn1)c1cccc([N+](=O)[O-])c1	-3	2	6	3	3
23	O=C(Nc1ccc(CN2CCCCC2)cc1)c1sc2ccccc2c1Cl	-7	5	0	-15	-1
24	Cc1cccc(-n2cc[nH]c2=S)c1	-7	4	-6	16	6

cpd	p47phox inh	Furin inhibitor	PPC-1+TRAIL kill	Ba/F3 V617F tox
13	-2	-13[20 µM]	13	-5
14	-8	-1[20 µM]	20	0
15	-3	-26	-16	-3
16	-12	-14	27	1
17	-1	-13[20 µM]	-11	3
18	-11	-2[20 µM]	-12	0
19	11	-15[20 µM]	18	-3
20	-17	-6	5	-3
21	0	.	2	5
22	-4	-18	-1	2
23	-4	-25	16	0
24	-11	-6	-7	3

Next results.
cpd	molecule	RBBP9 inh	EP2 antag	p97 inhibitor	TbHK1 inh	BaF3 parental
25	CCc1nc(NCC2CCCO2)c(C#N)c2c1COC(C)(C)C2 (stereo not given)	1	9	-3	-24	6
26	CCN(C#N)c1nc(NC(C)C)nc(NC(C)C)n1	-4	7	-3	6	-2
27	O=C(NCc1ccccc1)C(C(=O)c1ccc(F)cc1)n1ccccc1=O (stereo not given)	2	1	0	-5	2
28	CC(/C=C/C=C/c1ccccc1)=N\NC(=O)c1cccnc1	-3	7	3	-57	6
29	O=[N+]([O-])c1ccc(Cc2ccncc2)cc1	-3	5	1	-2	10
30	COC(=O)[C@@H]1C(c2ccccc2)(c2ccccc2)[C@@]1(C)C(=O)OC	-5	7	-4	3	5
31	Cc1ccc(CNC(=O)C2C3C=CC4(CN(Cc5cccnc5)C(=O)C24)O3)cc1 (stereo not given)	-4	18	2	1	2
32	COc1cc(C2N(c3ccc(Cl)cc3)C(=O)C3CCCN32)cc(OC)c1OC (stereo not given)	-9	10	3	-5	3
33	CC(C)(C)c1ccc(C2CC2C(=O)N/N=C\c2cc3ccccc3nc2Cl)cc1 (stereo not given)	-11	13	-5	-24	1
34	COc1ccc(C(=O)c2ccc(N(C)C)cc2)c2ccccc12	-10	13	-3	-21	78*
35	COCCSc1nnc(NC(=O)Cc2ccc(OC)c(OC)c2)s1	-4	6&14	8	-2	2
36	O=c1cc(CNc2cc(C(F)(F)F)cc(C(F)(F)F)c2)nc2sccn12	3	8	4	-6	9

cpd	p47phox inh	Furin inhibitor	PPC-1+TRAIL kill	Ba/F3 V617F tox
25	1	-22[20 µM]	-1	-2
26	1	-13[20 µM]	33	-4
27	-11	-15[20 µM]	1	2
28	-1	-5	12	-1
29	-5	-32	-1	1
30	-9	-14	16	1
31	-12	-17[20 µM]	-10	0
32	-22	-29	8	3
33	-28	-32[20 µM]	-6	-2
34	-8	-12[20 µM]	7	77*
35	-11	-30	22	-3
36	-11	-8	11	10

Compound profiles, as listed above. Order of values: RBBP9 inh | EP2 antag | p97 inhibitor | TbHK1 inh | BaF3 parental | p47phox inh | Furin inhibitor | PPC-1+TRAIL kill | Ba/F3 V617F tox
CC(C)(C)c1ccc(C2CC2C(=O)N/N=C\c2cc3ccccc3nc2Cl)cc1 (stereo not given) across the screens: -11 | 13 | -5 | -24 | 1 | -28 | -32[20 µM] | -6 | -2
O=C(NCc1ccccc1)C(C(=O)c1ccc(F)cc1)n1ccccc1=O (stereo not given) across the screens: 2 | 1 | 0 | -5 | 2 | -11 | -15[20 µM] | 1 | 2
COc1ccc(C(=O)c2ccc(N(C)C)cc2)c2ccccc12 across the screens: -10 | 13 | -3 | -21 | 78* | -8 | -12[20 µM] | 7 | 77*
O=[N+]([O-])c1ccc(Cc2ccncc2)cc1 across the screens: -3 | 5 | 1 | -2 | 10 | -5 | -32 | -1 | 1

Single values from the list:
Under Furin inhibitor, entry 10 is listed with -11
Under RBBP9 inh, entry 5 is listed with 1
Under PPC-1+TRAIL kill, entry 33 is listed with -6
Under BaF3 parental, entry 24 is listed with 6
Under p97 inhibitor, entry 31 is listed with 2

Other structures
cpd	molecule	RBBP9 inh	EP2 antag	p97 inhibitor	TbHK1 inh	BaF3 parental
37	CC(C)(C)NC(=O)NC(=O)COC(=O)c1cccc(OC(F)F)c1	-6	10	2	3	3
38	Cc1cccc2c1N(CCOc1ccc(C(C)(C)C)cc1)C(=O)C2=O	-9	10	1	-3	4
39	CCN1CCCC1CNC(=O)C(=O)Nc1ccccc1 (stereo not given)	1	8	0	-3	6
40	C=CCc1cccc(CNc2nc3ccccc3n2CC)c1O	-2	21	-9	13	5
41	CCOc1ccc(NC(=S)Nc2ccc(Br)cc2Cl)cc1	-9	6	2	-1	4
42	Cc1nc2ccc([N+](=O)[O-])cc2nc1C	-7	15	-5	-3	2
43	CC(=O)C1=C(O)C(=O)N(c2nccs2)C1c1ccc(F)cc1 (stereo not given)	1	22	-1	-28	5
44	CCOC(=O)c1cnc(SCC(=O)Nc2ccccc2N2CCOCC2)nc1N	-1	.	4	7	4
45	Cc1ccccc1NC(NC(=O)OCCn1c([N+](=O)[O-])cnc1C)C(Cl)(Cl)Cl (stereo not given)	2	1	3	-10	-2
46	COc1cc(NC(=O)CN2C(=O)NC(C)(c3ccc4ccccc4c3)C2=O)c(C)cc1[N+](=O)[O-] (stereo not given)	-15	15	7	-11	1
47	O=C(CCNS(=O)(=O)c1ccc(Cl)cc1)NCc1ccccn1	6	4	3	5	5
48	O=C(Nc1ncc(Cc2ccccc2Cl)s1)C1=NCCN1	-4	4	0	-18	7

cpd	p47phox inh	Furin inhibitor	PPC-1+TRAIL kill	Ba/F3 V617F tox
37	0	-20	23	-2
38	-3	-10	11	0
39	0	-18	13	0
40	-9	-7	17	2
41	-11	-27	3	-3
42	2	0	15	5
43	-8	0	0	1
44	.	-25[20 µM]	.	1
45	-7	-11	4	-3
46	-17	-8	17	2
47	3	-28[20 µM]	-1	-1
48	-28	-6	8	4

New compounds follow:
cpd	molecule	RBBP9 inh	EP2 antag	p97 inhibitor	TbHK1 inh	BaF3 parental
49	O=C1CC(SC(=Nc2ccccc2)Nc2ccccc2)C(=O)N1c1cccc(Cl)c1 (stereo not given)	-1	-2	3	0	6
50	CCOC(=O)C1CCN(C(=O)CS(=O)Cc2nc(-c3ccc(C)cc3)oc2C)CC1 (stereo not given)	-10	15	-10	3	1
51	CCN(CC)C(=O)c1ccc2nc3ccccc3nc2c1	-9	7	-2	-11	-1
52	S=C(NCCc1ccccc1)Nc1cnc2ccccc2c1	-5	7	2	5	4
53	O=C(Nc1ccccn1)c1cccnc1	-4	-2	-5	2	2
54	O=C(Cn1ncc(Cl)c(Cl)c1=O)NC1CCS(=O)(=O)C1 (stereo not given)	-2	7	5	-10	-11
55	O=C(CCl)Nc1cccn2ncnc12	5	12	-2	-3	-2
56	CCc1ccc(NC(=O)CS(=O)CC(=O)NC(C)CCc2ccco2)cc1 (stereo not given)	2	13	1	-1	1
57	Cn1cccc1CC(=O)N/N=C/C=C/c1ccccc1	4	5	5	-22	5
58	CCCc1cc(N2CCCC(C(=O)Nc3cc(Cl)ccc3OC)C2)n2ncnc2n1 (stereo not given)	-2	.	-1	4	7
59	Cc1ccc(S(=O)(=O)NCC(=O)NCC(=O)OCC(=O)NC(=O)NC(C)(C)C)cc1C	5	6	-2	-8	9
60	CNS(=O)(=O)c1cc(OC)c(OC)cc1CC(=O)OC	9	3	11	0	-3
61	CC1Cc2ccccc2N1C(=O)CN1CCc2ccccc2C1 (stereo not given)	-5	14	-2	4	4

cpd	p47phox inh	Furin inhibitor	PPC-1+TRAIL kill	Ba/F3 V617F tox
49	-19	-22[20 µM]	11	-2
50	-19	-2	-8	5
51	-5	11	33	2
52	-9	-19	-4	1
53	-15	-4	13	7
54	-4	-16	-1	-2
55	-7	-6[20 µM]	12	1
56	-19	-8	3	-4
57	-11	-26	-5	-3
58	.	-22[20 µM]	.	1
59	2	-17	-5	4
60	-3	-24	-2	-5
61	-8	-8	-12	3

Part of the list above, reformatted.
[56] CCc1ccc(NC(=O)CS(=O)CC(=O)NC(C)CCc2ccco2)cc1 (stereo not given)
[60] CNS(=O)(=O)c1cc(OC)c(OC)cc1CC(=O)OC

assay / compound	56	60
RBBP9 inh	2	9
EP2 antag	13	3
p97 inhibitor	1	11
TbHK1 inh	-1	0
BaF3 parental	1	-3
p47phox inh	-19	-3
Furin inhibitor	-8	-24
PPC-1+TRAIL kill	3	-2
Ba/F3 V617F tox	-4	-5
